mHTT CaM bind = mutant huntingtin-calmodulin interaction inhibitors – biochemical, AlphaScreen, primary screen | AlphaScreen His-mHTT/GST-CaM binding, luminescence | AID 1671202, 2021 | inhibition, % at 15 µM | 190,000 tested, 3.6% active;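 further: 0% = both proteins with DMSO and 100% = one protein alone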
Target sequence (P42858 whole entry, looked up, stated change not applied): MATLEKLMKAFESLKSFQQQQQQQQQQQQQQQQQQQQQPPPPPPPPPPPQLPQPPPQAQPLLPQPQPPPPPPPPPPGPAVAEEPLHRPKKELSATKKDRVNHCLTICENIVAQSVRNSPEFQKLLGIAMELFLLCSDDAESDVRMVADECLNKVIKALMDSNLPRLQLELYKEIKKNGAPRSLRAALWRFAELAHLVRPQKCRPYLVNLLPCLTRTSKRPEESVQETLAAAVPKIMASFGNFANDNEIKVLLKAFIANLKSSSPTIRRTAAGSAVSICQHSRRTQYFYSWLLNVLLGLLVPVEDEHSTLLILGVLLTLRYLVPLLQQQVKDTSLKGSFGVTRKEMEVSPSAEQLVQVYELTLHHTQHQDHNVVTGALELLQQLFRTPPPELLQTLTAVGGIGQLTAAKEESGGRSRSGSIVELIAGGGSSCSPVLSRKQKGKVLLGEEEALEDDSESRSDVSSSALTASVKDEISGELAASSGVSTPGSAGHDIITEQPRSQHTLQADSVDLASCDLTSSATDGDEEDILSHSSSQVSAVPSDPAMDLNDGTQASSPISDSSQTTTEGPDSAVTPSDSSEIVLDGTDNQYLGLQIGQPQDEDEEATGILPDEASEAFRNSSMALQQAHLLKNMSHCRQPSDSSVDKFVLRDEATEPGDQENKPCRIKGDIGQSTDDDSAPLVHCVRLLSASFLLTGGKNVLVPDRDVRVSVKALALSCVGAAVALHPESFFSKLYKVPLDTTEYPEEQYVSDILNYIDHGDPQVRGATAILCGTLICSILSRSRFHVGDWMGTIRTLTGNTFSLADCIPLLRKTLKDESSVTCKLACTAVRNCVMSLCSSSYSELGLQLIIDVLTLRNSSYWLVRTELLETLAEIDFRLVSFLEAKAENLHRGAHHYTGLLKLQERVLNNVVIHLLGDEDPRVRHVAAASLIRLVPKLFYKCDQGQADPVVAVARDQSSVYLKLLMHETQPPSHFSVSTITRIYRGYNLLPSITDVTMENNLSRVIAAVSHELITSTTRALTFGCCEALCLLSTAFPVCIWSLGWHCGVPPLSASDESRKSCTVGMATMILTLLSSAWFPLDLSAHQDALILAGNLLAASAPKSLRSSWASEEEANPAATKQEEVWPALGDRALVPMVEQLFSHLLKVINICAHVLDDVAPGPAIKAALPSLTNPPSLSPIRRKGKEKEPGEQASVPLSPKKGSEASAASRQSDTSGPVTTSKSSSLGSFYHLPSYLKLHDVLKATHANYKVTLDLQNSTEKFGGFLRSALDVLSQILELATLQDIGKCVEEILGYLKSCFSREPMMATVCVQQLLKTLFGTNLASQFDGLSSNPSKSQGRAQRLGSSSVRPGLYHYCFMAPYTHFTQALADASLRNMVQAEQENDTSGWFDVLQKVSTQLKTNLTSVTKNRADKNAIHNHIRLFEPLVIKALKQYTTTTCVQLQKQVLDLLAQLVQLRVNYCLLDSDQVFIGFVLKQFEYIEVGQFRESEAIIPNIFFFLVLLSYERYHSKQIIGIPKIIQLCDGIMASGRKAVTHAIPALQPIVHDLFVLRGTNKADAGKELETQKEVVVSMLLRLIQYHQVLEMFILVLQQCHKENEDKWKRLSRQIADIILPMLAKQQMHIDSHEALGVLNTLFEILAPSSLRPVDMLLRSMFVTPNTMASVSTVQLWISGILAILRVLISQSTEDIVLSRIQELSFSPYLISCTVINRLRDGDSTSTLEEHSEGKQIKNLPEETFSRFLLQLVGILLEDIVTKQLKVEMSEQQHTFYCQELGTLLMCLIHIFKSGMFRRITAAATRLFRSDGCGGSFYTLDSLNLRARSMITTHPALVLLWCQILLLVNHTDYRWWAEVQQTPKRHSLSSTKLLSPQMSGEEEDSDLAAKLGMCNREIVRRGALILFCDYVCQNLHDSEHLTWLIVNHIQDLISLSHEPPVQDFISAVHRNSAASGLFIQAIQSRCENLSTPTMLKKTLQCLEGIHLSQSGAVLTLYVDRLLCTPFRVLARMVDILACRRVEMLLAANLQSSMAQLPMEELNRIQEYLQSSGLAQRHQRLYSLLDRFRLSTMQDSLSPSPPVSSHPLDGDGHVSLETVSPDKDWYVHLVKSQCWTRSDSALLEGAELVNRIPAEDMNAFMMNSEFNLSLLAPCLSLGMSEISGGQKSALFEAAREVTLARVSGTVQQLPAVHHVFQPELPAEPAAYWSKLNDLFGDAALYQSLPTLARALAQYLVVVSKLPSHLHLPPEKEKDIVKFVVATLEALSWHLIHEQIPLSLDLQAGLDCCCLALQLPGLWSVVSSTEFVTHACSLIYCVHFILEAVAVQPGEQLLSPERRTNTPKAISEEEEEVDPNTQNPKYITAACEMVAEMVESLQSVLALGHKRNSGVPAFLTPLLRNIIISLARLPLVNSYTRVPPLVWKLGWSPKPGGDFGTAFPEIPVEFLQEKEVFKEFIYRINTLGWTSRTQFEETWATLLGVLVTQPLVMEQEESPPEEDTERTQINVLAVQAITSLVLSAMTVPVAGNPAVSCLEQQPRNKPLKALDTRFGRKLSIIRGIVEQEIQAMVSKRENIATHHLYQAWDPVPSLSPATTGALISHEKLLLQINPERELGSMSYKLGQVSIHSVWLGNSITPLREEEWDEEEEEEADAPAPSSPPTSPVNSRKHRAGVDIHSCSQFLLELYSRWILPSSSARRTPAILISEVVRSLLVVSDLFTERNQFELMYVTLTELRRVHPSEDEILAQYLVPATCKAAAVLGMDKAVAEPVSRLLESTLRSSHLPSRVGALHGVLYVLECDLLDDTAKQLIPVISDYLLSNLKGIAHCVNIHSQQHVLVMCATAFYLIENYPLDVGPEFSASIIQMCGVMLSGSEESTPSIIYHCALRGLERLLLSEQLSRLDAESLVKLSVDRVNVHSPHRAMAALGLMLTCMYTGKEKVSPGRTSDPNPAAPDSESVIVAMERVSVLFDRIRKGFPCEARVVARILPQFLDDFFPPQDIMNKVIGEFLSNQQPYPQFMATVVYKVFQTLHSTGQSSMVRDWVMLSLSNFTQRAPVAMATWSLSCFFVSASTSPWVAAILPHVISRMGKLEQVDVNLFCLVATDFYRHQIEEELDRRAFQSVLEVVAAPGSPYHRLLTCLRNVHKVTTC
Pf apPOL inh = Pf-apPOL inhibitors, biochemical, fluorescence. Recombinant Pf-apPOL, molecular beacon fluorescence, 1.5 h. inhibition, % at 10 µM. 210,000 tested, 0.25% active. AID 1794808, 2022
Numbers without * were called inactive; · = not tested or not shown; & = joins results of further samples; ! = not active in a repeat. No stated cut-off is given here; in the data, active means inhibition above about 50%; inactive means the rest. Hits appear at their usual frequency; any-hit rate near 3.5%.

SMILES	mHTT CaM bind	Pf apPOL inh
CCOc1c(Cl)cc(/C=C2/NC(=O)N(CC(=O)Nc3cccc(C)c3)C2=O)cc1OC	4.0	5.2
CCOc1ccc(C(=O)Nc2ccc(Cl)cc2)cc1	1.5	0.6
CC(=O)NC1C(Oc2cccc([N+](=O)[O-])c2)OC(COC(C)=O)C(OC(C)=O)C1OC(C)=O (stereo unspecified)	-8.1	-8.1
O=C(O)COCC(=O)Nc1nnc(C(F)(F)F)s1	·	-2.4
COc1cc2c(cc1OC)C(c1ccc(Cl)cc1)OC1=C2C(=O)c2ccccc21 (stereo unspecified)	68.0*!	-1.0&-4.2
O=C(NCc1cccnc1)c1ccc2c(c1)NC(=O)C(N1CCCCC1)S2 (stereo unspecified)	0.0	-5.6
CSc1ccc(CN(C)CCc2ccccn2)cc1	-0.5	-5.4
COc1cccc(C2=N/C(=C/c3ccc4c(c3)OCO4)C(=O)O2)c1	12.0	-2.1
Cc1cccc(CNC(=O)c2nn(C)c3c2CN(C(=O)C2CC2)CC3)c1	5.9	-7.1
Cc1c(C(=O)NCc2ccccc2)oc2ccc(S(=O)(=O)N3CCCCC3)cc12	44.0	-5.9

Reprinted at random: 4 records from the list
SMILES	mHTT CaM bind	Pf apPOL inh
O=C(NCc1cccnc1)c1ccc2c(c1)NC(=O)C(N1CCCCC1)S2 (stereo unspecified)	0.0	-5.6
O=C(O)COCC(=O)Nc1nnc(C(F)(F)F)s1	·	-2.4
CSc1ccc(CN(C)CCc2ccccn2)cc1	-0.5	-5.4
CCOc1c(Cl)cc(/C=C2/NC(=O)N(CC(=O)Nc3cccc(C)c3)C2=O)cc1OC	4.0	5.2

The listing picks up with the 2 entries that preceded the break.
SMILES	mHTT CaM bind	Pf apPOL inh
Cc1cccc(CNC(=O)c2nn(C)c3c2CN(C(=O)C2CC2)CC3)c1	5.9	-7.1
Cc1c(C(=O)NCc2ccccc2)oc2ccc(S(=O)(=O)N3CCCCC3)cc12	44.0	-5.9
CCc1ccccc1NC(=O)CSc1nc2ccccc2c(=O)n1CCc1ccccc1	-1.4	1.4
CCN(CC)C(=O)c1ccc(C)c(Br)c1	-2.7	1.8
COc1ccc(N2CCN(C(=O)C3C4CC5OC(=O)C3C5C4)CC2)cc1 (stereo unspecified)	-0.6	-4.8
O=C(CCCc1ccccc1)N1CCN(c2nc(CN3CCOCC3)cs2)CC1	14.1	-2.0
CCOc1cnn(C)c(=O)c1OCC	1.6	-0.8
Cc1ccsc1C(=O)N1CCC(n2nc(-c3ccsc3)ccc2=O)CC1	96.2*	2.4
O=C(Cn1cc(-c2ccccc2)oc1=O)N1CCN(c2ccc(F)cc2)CC1	-0.5	-3.5
COc1ccc(NC(=O)N2CCN(c3ccc(-n4nc(C)cc4C)nn3)CC2)cc1	8.6	-9.0
CCNC(=O)c1ccc2c(c1)n(CC)c(=O)c1ccnn12	-9.4	-5.3
COc1ccc(N2CC(CNC(=O)NC3CCCCC3)OC2=O)cc1 (stereo unspecified)	-18.8	-5.5
COc1ccc(OC)c(S(=O)(=O)N2CCC(CN3CCC(C)CC3)CC2)c1	-4.3	3.3
CCOc1cc2[nH]c(=O)n(Cc3cccnc3)c(=O)c2cc1OCC	-4.0	-10.4
C=CCNC(=O)/C(=C\c1ccc2c(c1)OCO2)NC(=O)c1ccccc1Cl	-2.0	36.1
CC(=O)NCCc1csc(C2CCCN(C(=O)c3ccc4ccccc4n3)C2)n1 (stereo unspecified)	-5.7	-1.9
CCc1cc(S(=O)(=O)CC)c(S(=O)(=O)CC)s1	-6.8	4.0
CCOC(=O)n1c(=O)oc2ccccc21	·	-11.5
C=CCc1c(C)nc(SCC(=O)Nc2ccc(Br)cc2)[nH]c1=O	-10.5	-8.5
Cc1c(C(=O)NCCCN2CCOCC2)oc2ccc(S(=O)(=O)N3CCOCC3)cc12	3.0	-5.4
Cc1nnc2ccc(-c3noc(Cc4ccccc4Cl)n3)cn12	0.1	4.2
COCCNC(=O)c1ccc(-c2ccc(N3CCCCC3)nc2)cc1	18.2	-3.4
COc1ccc(C2=NN(S(C)(=O)=O)C(c3ccc4nccnc4c3)C2)c(F)c1 (stereo unspecified)	-6.2	-3.8
O=C(Nc1cc(-c2cccnc2)no1)c1ccc(F)cc1	-5.7	-3.3
Cc1ccc(C(=O)Nc2cccc(F)c2)cc1S(=O)(=O)N1CCOCC1	-5.7	0.8
Cn1ccnc1N1CCN(CC(=O)NCCc2ccccc2)CC1	-5.6	-7.9
CC(C)c1cc(C2CCCN2C(=O)c2cccc(C(F)(F)F)c2)on1 (stereo unspecified)	0.4	-6.9
CCc1ccc(OCCOc2ccc(OC)cc2)cc1	3.3	-0.2
COc1cc(C)c(S(=O)(=O)NCCOc2ccc(-c3ccc(F)cc3)nn2)cc1C	1.3	-0.3
COc1ccc2oc(-c3ccccc3)c(C(N)=O)c2c1	-2.0&-8.7	3.6&-2.5
CCn1cc(CN2CCC(C(=O)NCc3cccc(OC)c3)CC2)c2ccccc21	12.2	-3.9
CCOC(=O)COc1ccc2c(c1)OC(=CC=Cc1ccccc1OC)C2=O	9.5	2.3
COc1cc(OC)c(C2CC(c3ccc(Cl)cc3)Nc3nnnn32)cc1OC (stereo unspecified)	33.0	-2.2
CCCc1ccc(S(=O)(=O)N2CCN(c3nc4ccncc4n(C)c3=O)CC2)cc1	10.9	6.0
Cc1cc(C)cc(N2CCC(NC(=O)Nc3ccc(C)cc3C)C2=O)c1 (stereo unspecified)	-3.8	1.2
COc1cc2nc(-c3ccccc3Br)oc(=O)c2cc1OC	3.0	-3.1
COc1cc(Cl)c(C)cc1NC(=O)c1ccncc1	3.1	1.1
CCc1nc(C2CCCN2S(=O)(=O)Cc2ccccc2)n[nH]1 (stereo unspecified)	1.3	0.3
COc1ccc(-c2csc3c(=O)n(CC(C)C)cnc23)cc1	-23.6	-4.9
COc1ccc(S(=O)(=O)N2CCC(c3noc(-c4ccccc4C)n3)CC2)cc1Cl	1.4	2.0
CCc1ccc(S(=O)(=O)N2CCC(c3noc(-c4ccccc4)n3)CC2)cc1	2.0	-2.2
CCOc1ccc(C(O)=C2C(=O)C(=O)N(CCN(CC)CC)C2c2ccncc2)cc1Cl (stereo unspecified)	-4.3	-2.0
Cc1onc(-c2ccccc2Cl)c1C(=O)N1c2ccccc2NC(=O)CC1C (stereo unspecified)	·	-13.9
Cc1ccc(NC(=O)c2ccc(F)c(S(=O)(=O)NC3CCCC(C)C3C)c2)cc1F (stereo unspecified)	12.0	-2.1
O=C(CSc1nc2ccc([N+](=O)[O-])cc2s1)NCC1CCCO1 (stereo unspecified)	1.5	2.2
CC(=O)c1cccc(NC(=O)/C=C/c2ccc3c(c2)OCO3)c1	7.0	3.7
O=C(CC1CCS(=O)(=O)C1)Nc1ccc(Cl)cc1 (stereo unspecified)	-3.7	-1.4
COc1cc(C2CC(=O)Nc3n[nH]c(-c4ccc(Cl)cc4)c32)cc(OC)c1OC (stereo unspecified)	100.1*	1.0
O=S(=O)(NS(=O)(=O)c1ccccc1)c1ccccc1	-1.7	-1.6
C1=CC2CC1CC2CN1CCOCC1 (stereo unspecified)	3.0	-5.2
CC(=O)N1CCc2cc(N3CC(C(=O)Nc4cc(Cl)ccc4C)CC3=O)ccc21 (stereo unspecified)	-2.9	-3.4
COc1ccc(NC(=O)N2CCCC(C)(C(=O)NCc3ccc(F)cc3)C2)cc1 (stereo unspecified)	-0.1	-4.0
(continued)
SMILES	mHTT CaM bind	Pf apPOL inh
Cc1ccc(C(=O)N2CCc3nc4cc(-c5ccccc5)[nH]n4c(=O)c3C2)cn1	-1.5	3.1
O=C1/C(=C/c2cc([N+](=O)[O-])c(Cl)cc2Cl)Sc2ccccc21	19.0	4.5
CC1CCN(C(c2ccc(N(C)C)cc2)c2cc(C(C)(C)C)c(O)c(C(C)(C)C)c2)CC1 (stereo unspecified)	66.2*	-7.0
COc1ccc(N2C(=O)/C(=C/c3ccc([N+](=O)[O-])cc3)N=C2C)cc1	11.0	-3.1
CCCOc1cccc(C(=O)Nc2ccccc2Cl)c1	-57.3	-13.7
CC(C)c1nc(N2CCCC2=O)sc1C(=O)N1CCN(c2ccccc2F)CC1	55.0*	-3.0
CN(C)CCNc1ccc(-c2nc(-c3ccc(F)cc3)no2)cn1	19.0	-8.0
CCC(C)(C(=O)NC1CCCCC1)N(C)C(=O)c1ccccn1 (stereo unspecified)	0.0	-5.8
COc1ccc(CN2CCc3nc(Nc4ccccc4OC)ncc3C2)cc1	-1.1	-2.6
COc1ccccc1C1CC(=O)Nc2cc3c(cc21)OCO3 (stereo unspecified)	20.0	2.2
COc1c(C)cnc(CN2CCCCC2c2nc(C)no2)c1C (stereo unspecified)	2.5	-3.7
O=S1(=O)c2ccc(N3CC[C@@H](O)C3)cc2OCCCN1C1CC1	-11.3	-0.7
Nc1nonc1C(=NCc1ccccc1)NO	-9.5	-4.6
O=C(Cc1cccnc1)N1CCc2c(nc3cc(-c4ccccc4)[nH]n3c2=O)C1	3.6	3.6
CCN(CC)Cc1c(O)ccc2c1OC(=Cc1ccc(OC)c(OC)c1)C2=O	8.3	-8.7
Cc1cccc(-n2c(N)cc(=O)nc2SCC(=O)Nc2ccc(Cl)cn2)c1	7.0	2.5
COc1cccc(/C=C2/N=C(c3ccccc3)OC2=O)c1	6.0	-7.6
CC1=C(C(=O)Nc2nc3ccccc3s2)C(c2ccsc2)C2=C(CCCC2=O)N1 (stereo unspecified)	-17.5	-3.1
CCOc1cc(C)nn1-c1ccccc1	-6.7	-0.3
CCOc1ccccc1NC(=O)Nc1ccccc1C	0.9	0.5

Single records (already shown). Order of values: mHTT CaM bind	Pf apPOL inh
Record of COc1c(C)cnc(CN2CCCCC2c2nc(C)no2)c1C (stereo unspecified) : 2.5	-3.7
Record of Cc1cccc(-n2c(N)cc(=O)nc2SCC(=O)Nc2ccc(Cl)cn2)c1 : 7.0	2.5
Record of Nc1nonc1C(=NCc1ccccc1)NO : -9.5	-4.6
Record of CCOc1ccccc1NC(=O)Nc1ccccc1C : 0.9	0.5
Record of O=S1(=O)c2ccc(N3CC[C@@H](O)C3)cc2OCCCN1C1CC1 : -11.3	-0.7

(more compounds)
SMILES	mHTT CaM bind	Pf apPOL inh
N#CCn1cccc(S(=O)(=O)N2CCCCCC2)c1=O	-4.8	-3.7
c1ccc(-c2ccn(-c3ccccc3)n2)cc1	-80.2	-7.3
Cc1ccc(-n2nc3c(c2NC(=O)c2cc(C)cc(C)c2)CS(=O)(=O)C3)cc1	28.0	-4.0
O=C(O)CC(CC(=O)Nc1ccc2ccccc2n1)c1ccccc1 (stereo unspecified)	·	-14.7
CCC1=NN(C(=O)C2CC2)C(O)(C(F)(F)F)C1 (stereo unspecified)	-7.0	0.4
O=C1NCCN1C(=O)Nc1nc(=S)ss1	0.0	·
O=C(NCc1ccccc1Cl)C1CCN(S(=O)(=O)c2ccc(Br)s2)CC1	-11.0	-1.8
Nc1nonc1OCCCNc1ccc([N+](=O)[O-])cc1	0.0	-6.0
COc1cc(C=C2Oc3c(ccc(O)c3CN(C)Cc3ccccc3)C2=O)cc(OC)c1OC	4.8	-8.7
O=C(c1csc(-c2cccnc2)n1)N1CCCCC1	4.0	-3.9

Among those listed so far, these have a CF3 group:
SMILES	mHTT CaM bind	Pf apPOL inh
O=C(O)COCC(=O)Nc1nnc(C(F)(F)F)s1	·	-2.4
CC(C)c1cc(C2CCCN2C(=O)c2cccc(C(F)(F)F)c2)on1 (stereo unspecified)	0.4	-6.9
CCC1=NN(C(=O)C2CC2)C(O)(C(F)(F)F)C1 (stereo unspecified)	-7.0	0.4

More records follow.
SMILES	mHTT CaM bind	Pf apPOL inh
O=C(NCCc1ccncc1)C1CCc2sc(C(=O)N3CCOCC3)cc2C1 (stereo unspecified)	0.5	-6.9
Cn1nc(C(=O)NCc2ccc(F)cc2)c2c1CCN(C(=O)C1CCC1)C2	28.2	-7.5
CC(=O)NCCc1csc(C2CCN(C(=O)c3ccc(C)cc3)CC2)n1	7.1	-2.4
O=C(CN1CCOCC1)Nc1ccc(Br)cc1	-16.6	-11.3
CCCCC1(C)OC(=O)C(=Cc2ccc3c(c2)OCO3)C(=O)O1 (stereo unspecified)	4.0	-1.5
CC1=C(C)CS(=Nc2ccc([N+](=O)[O-])cc2)N(S(=O)(=O)c2ccccc2)C1 (stereo unspecified)	1.0	-7.5
COc1ccc(C(=O)NCc2nnc(SCC(=O)Nc3cc(C)cc(C)c3)o2)cc1OC	8.0	0.8
Cc1ccc(C(O)=C2C(=O)C(=O)N(CC(=O)O)C2c2cccc([N+](=O)[O-])c2)cc1 (stereo unspecified)	-5.1	-11.0
Cc1ccc(C(=O)Nc2nnc3ccccn23)cc1C	26.3	-9.4
COc1ccc2nc(N3CCC(C(=O)N4CCC(C)CC4)CC3)sc2c1	2.0	-1.7
COc1ccc(C(O)=C(C#N)c2nc3ccccc3[nH]2)cc1	-1.9	-4.4
CN(Cc1nnc(-c2ccc3ccccc3c2)o1)c1nnc(C(F)(F)F)s1	·	-18.9
O=C1N(CN2CCOCC2)CCN1CN1CCOCC1	0.0	-7.0
COc1ccc(CNS(=O)(=O)CC2NCc3cc(OC)ccc32)cc1 (stereo unspecified)	-8.8	-28.0
CC1=C(C(=O)Nc2ccc(Cl)cc2Cl)C2(CCCCC2)OC1=O	-2.1	-1.1
Cc1cc(N)n2nc(-c3ccc(Br)cc3)cc2n1	16.0	-0.1
Cc1ccc(C(=O)N2CCC(CCNS(=O)(=O)c3cc(F)ccc3F)CC2)cc1	45.3	3.3
CCCCC(=O)Nc1c(-c2cccc(F)c2)nc2cc(C)ccn12	15.3	2.2
Cc1ccc(CNC(=O)C2CCCN(c3nnc4ccccn34)C2)o1 (stereo unspecified)	5.2	-5.3
Cc1cc(C(=O)NCc2cc3ccccc3s2)nn1C	·	-2.9
COc1ccc(CSc2nnc(SCc3ccc(OC)c(F)c3)s2)cc1F	1.5	-1.4
CN1CCN(C(=N)C(C#N)=Cc2[nH]c3ccccc3c2O)CC1	24.0	1.2

Screening data from PubChem.
